PNC inhibitor = perinucleolar compartment assembly inhibition; PC3M PTB-GFP, PNC prevalence imaging, 16 h; hits give low values; activity change (PNC), negative = inhibition, % at 10 µM; 140,000 tested, 3.1% active;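 active = readout at or below -70, meaning at least 70% loss of cells showing the perinucleolar compartment, a nuclear body marking cancer cells; inconclusive = readout between -30 and a set limit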;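 note: plate controls were DMSO wells for no effect and camptothecin positive control wells for full effect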
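Read-out is percentage of cells bearing a perinucleolar compartment, from automated 20x imaging of fixed, Hoechst-stained PC3M PTB-GFP cells. Cells were seeded 4 h, then exposed 16 h to compound (23 nl of library stock) in duplicate plates.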
IMPase cell inh = IMPase inhibition in cells | inhibition (IP1 accumulation), % at 46.1 µM | 120,000 tested, under 10 active | CHO-M1 cells, IP1 accumulation, HTRF TR-FRET ratio; active = well fitted curve in the direction sought with a large enough effect in the signal ratio, not every such curve was filed as active; inconclusive = small, poorly fitted or top-dose-only effect, or a change in a side signal; inactive = no such curve, though single readings can be large or run the other way; the % refers to the signal ratio;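 note: cells stimulated with carbachol in lithium chloride buffer; plate controls were DMSO basal wells for no effect and reference inhibitor wells for full effect; higher means more IMPase inhibition seen as more IP1 and lower FRET ratio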
Target sequence (P97697 whole entry, looked up): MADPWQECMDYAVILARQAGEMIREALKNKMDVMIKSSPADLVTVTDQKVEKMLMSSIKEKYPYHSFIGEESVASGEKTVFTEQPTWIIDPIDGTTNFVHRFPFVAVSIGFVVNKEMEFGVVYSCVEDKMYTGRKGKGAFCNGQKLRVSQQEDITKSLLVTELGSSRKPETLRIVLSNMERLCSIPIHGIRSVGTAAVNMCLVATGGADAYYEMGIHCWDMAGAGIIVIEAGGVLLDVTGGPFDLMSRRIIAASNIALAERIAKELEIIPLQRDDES
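Carbachol-driven Gq signalling in CHO-M1 cells (2000/well) generates IP1. Compounds that block IMPase raise IP1 and so reduce the FRET signal from Eu-anti-IP1 and d2-IP1 after a 10 min room-temperature lysis.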
15-hLO-2 inh = blocks human 15-lipoxygenase 2 activity; O15296; purified 15hLO-2, xylenol orange hydroperoxide absorbance; Potency, µM (top dose mostly 57.1 µM), inactives show at the highest dose activity change, negative = inhibition, most hits filed as inhibitors; 110,000 tested, 0.56% active; AID 881; note: potency is the fitted concentration of half-maximal effect; nearly all actives have a fitted effect of over 60% in size; many of its hits are not listed in these tables
Target sequence (O15296 whole entry, looked up): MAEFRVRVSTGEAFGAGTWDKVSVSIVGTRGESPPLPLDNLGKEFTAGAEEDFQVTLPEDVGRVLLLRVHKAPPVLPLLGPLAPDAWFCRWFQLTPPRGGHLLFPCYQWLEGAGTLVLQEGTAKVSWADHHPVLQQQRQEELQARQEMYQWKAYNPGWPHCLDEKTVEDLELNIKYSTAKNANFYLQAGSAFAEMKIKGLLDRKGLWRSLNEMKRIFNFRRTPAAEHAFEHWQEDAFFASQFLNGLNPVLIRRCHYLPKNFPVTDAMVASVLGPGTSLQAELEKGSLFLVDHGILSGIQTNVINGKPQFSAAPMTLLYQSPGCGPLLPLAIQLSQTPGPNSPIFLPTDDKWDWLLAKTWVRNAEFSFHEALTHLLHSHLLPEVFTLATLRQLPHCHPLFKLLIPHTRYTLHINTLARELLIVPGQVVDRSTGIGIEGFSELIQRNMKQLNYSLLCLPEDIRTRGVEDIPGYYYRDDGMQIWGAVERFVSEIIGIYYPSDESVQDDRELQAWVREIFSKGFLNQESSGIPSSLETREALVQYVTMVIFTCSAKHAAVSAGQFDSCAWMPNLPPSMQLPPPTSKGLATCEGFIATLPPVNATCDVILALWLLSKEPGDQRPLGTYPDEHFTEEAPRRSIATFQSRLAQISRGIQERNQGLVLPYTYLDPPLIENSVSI
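Purified human 15hLO-2 (50 nM final) preincubated with compounds 15 min at room temperature in 25 mM Hepes pH 7.5, 0.01% Triton X-100, then 45 uM arachidonic acid added for 90 min; hydroperoxide detected via ferrous/xylenol orange, 573/405 nm absorbance ratio.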
12-hLO inh = inhibitors of human 12-lipoxygenase (ALOX12); Potency, µM (top dose mostly 57.1 µM), without a hit: at the top dose activity change, negative = inhibition, actives largely listed as inhibitors; 150,000 tested, 0.12% active; AID 1452; purified 12-hLO, xylenol orange hydroperoxide absorbance; P18054; note: potency is the fitted concentration of half-maximal effect; nearly all actives have a fitted effect of over 55% in size; many of its hits are not listed in these tables
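Hydroperoxide formation by human 12-lipoxygenase from 40 uM arachidonic acid was followed colorimetrically via ferric-xylenol orange complex, using the 573/405 nm absorbance ratio. Enzyme concentration was 150 nM, with 30 min reaction at room temperature.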
* marks the source's active call; other numbers are inactive results; ? = inconclusive; nt = not tested or not shown; & = joins results of further samples; [ ] = dose if it differs, or a comment. Unless noted, calls come from the whole dose curve; as a rule, active = well fitted curve in the direction sought with a large enough effect; inconclusive = small, poorly fitted or top-dose-only effect, or another doubt; inactive = no such curve, though single readings can be large; an effect the other way counts as inactive or inconclusive. Unless noted, % is set by controls: 0 for no effect and ±100 for the full control effect.

The line under a structure holds: IMPase cell inh	PNC inhibitor	12-hLO inh	15-hLO-2 inh
CCN(C(=O)c1ccnn1C)c1ccccc1
  nt	11	4%	nt
COc1ccccc1NC(=O)CNS(=O)(=O)c1ccccc1
  -4	-1	0%	-1%
COc1ccccc1N1CCN(CC(=O)Nc2ccc(Cl)c(C(F)(F)F)c2)CC1
  -10	117	-3%	nt
Cc1cc(C)nc(N(C#N)CC(=O)N2CCC(C(N)=O)CC2)n1
  4	67	0%	nt
Cc1ccc(C(C)n2cc(C(=O)NCc3cccnc3)nn2)cc1 (configuration not stated)
  1	19	-2%	4%
O=C(NCc1ccco1)c1cc(-c2ccccc2)c(N2CCOCC2)s1
  2	-9	3%	7%
CC(=O)/C=C\C1[C@]2(C)CCCC(C)(C)C2CC[C@@]1(C)O (some centres not stated)
  nt	nt	-2%	5%
CN1C(=O)NC(c2ccccc2)C2=C1CN(Cc1ccco1)C2=O (configuration not stated)
  0	-16	-4%	-8%
Cc1cccc(NC(=S)c2nc3ccccc3s2)c1
  5	48	-14%	-12%
O=C(Cc1cccs1)N(Cc1cccs1)C1(C(=O)NC2CCCCC2)CCCCC1
  9	?	1%	-7%
COC(=O)c1ccc(CSc2ncnc3c2oc2ccccc23)o1
  -18	?	-4%	-11%
COC(=O)CCC(=O)c1oc2ccc(Br)cc2c1N
  -7	230	-4%	nt
O=S(=O)(NCCCc1ccccc1)c1ccccc1
  4	22	1%	-3%
COc1ccc(C(NC(=O)c2ccc(F)cc2)c2ccccc2)cc1 (configuration not stated)
  1	4	-4%	nt
Cc1cc(C(=O)COC(=O)Cc2n[nH]c(=O)c3ccccc23)c(C)n1-c1ccc2c(c1)OCO2
  4	?	-4%	nt
COc1cccc(NS(=O)(=O)c2nc3nc(C)cc(C)n3n2)c1
  -4	-16	7%	0%
Cc1c(N=Cc2ccco2)c(=O)n(-c2ccccc2)n1C
  -2	-29	0%	-8%
Cc1cc(C(=O)CC#N)c(C)n1-c1ccc(OC(F)F)cc1
  -2	-8	-3%	-4%
CCCN=C(C)C1=C(O)c2ccccc2C1=O
  nt	87	0%	nt
CC(=O)C1=C(O)C(=O)N(CCc2c[nH]c3ccccc23)C1c1ccco1 (configuration not stated)
  -8	8	7%	8%
COc1ccccc1-c1nc(C#N)c(N2CCN(c3ccccc3)CC2)o1
  9	-1	-1%	4%
c1cnc2ccc(C(c3nnnn3C3CCCC3)N3CCSCC3)cc2c1 (configuration not stated)
  6	-119*	7%	nt
COc1cc(/C=N/NC(=O)CCn2c3ccccc3c3ccccc32)cc(OC)c1OC
  2	?	-2%	nt
CCOC(=O)c1[nH]n(-c2ccc(Cl)cc2)c(=O)c1C
  nt	-114*	-16%	nt
CC(C)(C)N(NC(=O)Nc1ccc(F)cc1)C(=O)c1ccccc1
  nt	1	-2%	nt
O=S(=O)(Nc1ccc2c(c1)OCO2)c1cccs1
  1	-2	-8%	-9%
COc1cccc(-c2nn(-c3ccccc3)cc2C(=O)OCC(=O)Nc2ncc(Cl)cc2Cl)c1
  -10	-7	1%	nt
O=C(O)C1(NS(=O)(=O)c2ccc(F)c(Cl)c2)CCCCC1
  -3	0	-1%	-7%
Cc1ccc(N/N=C/c2c(O)cc(C)oc2=O)cc1
  ?	-26	?	?
COc1ccc(-c2cc(-c3ccccc3)c(C#N)c(S(C)=O)n2)cc1 (configuration not stated)
  6	37	0%	-1%
CN1CCN(C(=O)c2ccccc2NC(=O)Cc2ccccc2)CC1
  ?	?	-1%	-5%
CN(C)C(C)(C)C#CCCCCC#CC(C)(C)N(C)C
  -3	?	-3%	nt
CCc1ccc(NC(=O)C(=O)NCCN2CCN(Cc3ccc([N+](=O)[O-])cc3)CC2)cc1
  nt	?	-2%	nt
O=C(/C=C/c1ccccc1Cl)NCc1cccs1
  nt	29	-1%	nt
C=CCn1c(SCC(=O)N2CCN(c3ccc(F)cc3)CC2)nnc1-c1ccco1
  -1	0	3%	nt
CCc1cc2c(NCCC(=O)O)nc(C)nc2s1
  -3	6	-2%	-6%
CCOC(=O)c1c(-c2ccccc2)csc1NC(=O)CCN1CCOCC1
  nt	29	-4%	nt
CCOC(=O)C1CCCN(C(=O)Cn2cnc3c2c(=O)n(C)c(=O)n3C)C1 (configuration not stated)
  -12	-15	-1%	0%
CN(C)S(=O)(=O)c1ccc(C(=O)Oc2ccccc2)cc1
  2	33	0%	-5%
COc1cccc(N2C(=O)C(Cc3c[nH]c4ccccc34)NC2=S)c1 (configuration not stated)
  nt	-18	-4%	nt
NC(=O)N/N=C\c1cc(Br)ccc1O
  nt	7	1%	nt
CCc1c(C)sc(NC(=O)c2ccco2)c1C(=O)N1CCCCC1
  -1	7	-10%	-10%
Nc1nc(Nc2ccccc2)nc2c1ncn2[C@@H]1O[C@@H](CO)[C@H](O)[C@@H]1O
  2	nt	-2%	5%
Cc1cccc(C(=O)NC(=S)N2CCN(c3ccc([N+](=O)[O-])cc3)CC2)c1
  nt	9	-2%	nt
Cc1ccc(-c2nnn(CC(=O)NCC3COCCO3)n2)o1 (configuration not stated)
  -4	-13	-2%	-5%
Cc1cc(C)c2ccc(C)[n+]([O-])c2c1O
  -9	-26	-13%	-5%
CCCCCCN1C(=O)C(O)=C(C(C)=O)C1c1ccc(Cl)cc1 (configuration not stated)
  -26	23	11%	37%[activator]
CCCn1cc(S(=O)(=O)CC(=O)N2CCc3ccccc32)c2ccccc21
  -2	9	0%	-15%
CCCn1c(NCc2ccc(C)o2)nc2ccccc21
  2	19	-2%	1%
O=C(c1ccccc1)c1ccc(CN2C(=O)c3ccccc3C2=O)o1
  ?	?	-6%	-8%

Additional records follow.
The line under a structure holds: IMPase cell inh	PNC inhibitor	12-hLO inh	15-hLO-2 inh
Cc1sc2nc(SCC(=O)NCCOCCO)n(C)c(=O)c2c1C
  -2	-16	-3%	-3%
COc1ccccc1N1CCN(C2CCN(C(=O)c3cccc(F)c3)CC2)CC1
  nt	-25	-3%	nt
COC(=O)CCCC[C@H]1SC[C@H]2NC(=O)N[C@]21O
  0	38	3%	-10%
CCSc1nnc(NC(=O)NCC(F)(F)F)s1
  5	48	-1%	-2%
COC(=O)[C@H]1C[C@@H]1[C@H](NS(=O)(=O)c1ccccc1)c1ccccc1
  nt	60	11%&1%	-5%
Cc1cc2cc(C(c3nnnn3C3CCCC3)N(Cc3cccnc3)Cc3ccco3)c(=O)[nH]c2cc1C (configuration not stated)
  2	11	-3%	22%
O=C(CP(=O)(CO)CO)c1ccc(Cl)cc1
  10	?	10%	-1%
CC1=C(C(=O)OC2CCCCC2)C(c2cccnc2)n2ncnc2N1 (configuration not stated)
  nt	-8	2%	nt
Cc1ncc(CO)c(/C=N/NC(=O)c2ccc(O)cc2)c1O
  -13	-20	3%	nt
CN(C)C(=O)Cn1c(SCC(=O)N2CCCc3ccccc32)nc2ccccc21
  2	-28	-3%	4%
COC(=O)C1=C(C)NC(=O)CC1c1ccccc1 (configuration not stated)
  4	-16	3%	nt
Cc1ccsc1-c1nc(CSCC(=O)NCc2ccc3c(c2)OCO3)c(C)o1
  5	10	-7%	6%
CC(C)=CCOc1cc2oc(=O)ccc2cc1O
  nt	nt	-17%	-14%
O=C1CN(C(=O)COC(=O)Cc2ccsc2)c2ccccc2N1
  ?	1	1%	-3%
CS(=O)(=O)c1ccc2nc(NC(=O)C3COc4ccccc4O3)sc2c1 (configuration not stated)
  -1	-3	-8%	-9%
O=C(O)C1CC=CCC1C(=O)Nc1ccccc1C(=O)N1CCN(c2ccc(F)cc2)CC1 (configuration not stated)
  nt	3	1%	nt
O=C(NCCNC(=O)C1CC2CCC1C2)C1CC2CCC1C2 (configuration not stated)
  -7	?	6%	7%
COc1cc2ccccc2cc1C(=O)Nc1ccc(N2CCN(C)CC2)cc1
  20	26	-7%	40%[activator]
N#Cc1ccc(CN2CC3(CCN(C(=O)c4ccco4)CC3)C2)cc1
  nt	nt	2%	-1%
O=C(Cc1ccccc1)Nc1c2c(nn1-c1cccc(Cl)c1)CS(=O)(=O)C2
  0	?	1%	-2%
O=S(=O)(c1cccc(-c2nnc(-c3ccc(Br)cc3)o2)c1)N1CCCCCC1
  12	-13	-1%	-3%
c1ccc(-c2ccc(-c3ccc(C4=NCCN4)cc3)o2)cc1
  nt	nt	3%[11.4 µM]	4%[11.4 µM]
O=C(O)/C=C/C(=O)Nc1cccnc1
  nt	?	-2%	nt
Cc1cc(C)n(CC(=O)n2nc(C)cc2C)n1
  13	4	2%	6%[2.29 µM]
O=c1c(CCc2ccccc2)nc2cnc(N3CCNCC3)nc2n1Cc1ccc(F)cc1
  nt	nt	7%	5%
CN(C)c1nc(Nc2ccccc2)nc(Oc2ccc(=O)[nH]n2)n1
  8	-10	-5%	nt
O=c1[nH]c(SCc2ccc(F)cc2)nc2c1cnn2-c1ccc(F)cc1
  -1	50	0%	nt
O=c1ccnc(SCn2nnc3ccccc3c2=O)[nH]1
  5	?	-3%	-8%
CCOC(=O)C1CCN(Cc2nc3ccccc3c(=O)n2-c2ccc(F)cc2)CC1
  -5	0	1%	8%
Cc1nc(NC(=O)c2ccccc2)sc1-c1csc(NCc2ccco2)n1
  4	10	-14%	3%[2.29 µM]
COc1ccc2[nH]c(=O)c(CN(Cc3cccs3)C(=S)Nc3cccc(C)c3)cc2c1
  6	-100*	4%	nt
CCOC(=O)C1=C(C)NC(=O)NC1c1cc(C)sc1C (configuration not stated)
  0	?	2%	1%
COc1ccccc1NC1=NC2(CCCC2)N=C(N)N1
  2	?	0%	8%
Clc1ccc(N2CCN(c3ncnc4c3oc3ccccc34)CC2)cc1
  -22	35	1%	-7%
Cc1ccccc1NC(=S)/C(=C(\[O-])c1ccc(C)c([N+](=O)[O-])c1)[n+]1ccccc1
  nt	-20	-1%	nt
N#Cc1nc(-c2ccco2)oc1N1CCN(c2cccc(Cl)c2)CC1
  3	-82*	-4%	-3%
N#Cc1c(NC(=S)NC(=O)c2ccccc2)sc2c1CCN(CCc1ccccc1)C2
  nt	?	2%	nt
C=CCSc1nnc(NC(=O)COc2ccc3ccccc3c2)s1
  0	35	-1%	-9%
COc1ccc(NC(=O)/C(C#N)=C/C=C/c2ccco2)cc1
  nt	-22	-6%	nt
COc1ccc(N=Nc2[nH]c3ccc(C)cc3c2O)cc1
  nt	-12	0%	nt
CC(Sc1ccccc1)C(=O)Nc1ccccc1C(=O)N1CCOCC1 (configuration not stated)
  14[1.84 µM]	?	2%	-2%[11.4 µM]
CC(C)(C)C1=Nn2c(nnc2-c2ccco2)SC1
  8	-26	2%	-6%
CC/C(=C\C(=O)c1cccnc1)Nc1ccc(C)c(C)c1
  16	?	-13%	33%[activator]
Cc1cnc(C(=O)Nc2ccccc2-c2ccc(C)o2)cn1
  -3	?	-3%	-13%
CCCc1cc(C(=O)NCc2cccs2)no1
  1	-15	-6%	5%
CC(=O)NS(=O)(=O)c1ccc(NC(=S)NC(=O)c2ccco2)cc1
  -3	-13	1%	-7%
CCOC(=O)/C(C#N)=C/c1cc(C)n(-c2ccc(Br)cc2)c1C
  1	29	-1%	5%
Cn1c(SCC(=O)N2CCOCC2)nnc1-c1cccc(NC(=O)c2ccccc2F)c1
  -16	25	0%	-7%
O=C(Nc1ccc2c(c1)OCCO2)C1CCC1
  7	13	-3%	-6%
Cc1ccccc1OCC(=O)N/N=C1\SCC(=O)N1Cc1ccccc1
  nt	-12	-1%	nt
COc1ccc(-c2cnc(SCC(=O)Nc3nc(C(C)(C)C)cs3)n2Cc2ccco2)cc1
  8	9	-5%	nt

An excerpt. The share of hits here may be higher or lower than overall.
